Assay outcomes as filed in PubChem BioAssay.
IDE cell activ: activators of human insulin-degrading enzyme in cells; activation, % at 5.96 µM; AID 493087; hit rate 0.073% among 340,000; P14735; HEK cells, FAbeta-B cleavage, fluorescence polarization; 0% vehicle, 100% cell-free pure enzyme wells;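 active means activation above the mean of all tested compounds plus 3 SD, set per screening campaign, cut at about 17% in these data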
p-CIP stab down: compounds decreasing mouse p/CIP protein stability; F442A p/CIP-EGFP cells, EGFP fluorescence, 16 h; AID 1984; hit rate 0.01% among 290,000; decrease of EGFP signal, % at 10 µM; Q05BA5;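 active means EGFP signal decrease of at least 30% at 10 µM or well 3 SD below plate mean, unless failing retest; inactive means the rest, including hits failing retest or dose response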; further: some compounds called inactive have numbers as strong as hits; many of its hits are not listed in these tables
Target sequence (Q05BA5 1-1403): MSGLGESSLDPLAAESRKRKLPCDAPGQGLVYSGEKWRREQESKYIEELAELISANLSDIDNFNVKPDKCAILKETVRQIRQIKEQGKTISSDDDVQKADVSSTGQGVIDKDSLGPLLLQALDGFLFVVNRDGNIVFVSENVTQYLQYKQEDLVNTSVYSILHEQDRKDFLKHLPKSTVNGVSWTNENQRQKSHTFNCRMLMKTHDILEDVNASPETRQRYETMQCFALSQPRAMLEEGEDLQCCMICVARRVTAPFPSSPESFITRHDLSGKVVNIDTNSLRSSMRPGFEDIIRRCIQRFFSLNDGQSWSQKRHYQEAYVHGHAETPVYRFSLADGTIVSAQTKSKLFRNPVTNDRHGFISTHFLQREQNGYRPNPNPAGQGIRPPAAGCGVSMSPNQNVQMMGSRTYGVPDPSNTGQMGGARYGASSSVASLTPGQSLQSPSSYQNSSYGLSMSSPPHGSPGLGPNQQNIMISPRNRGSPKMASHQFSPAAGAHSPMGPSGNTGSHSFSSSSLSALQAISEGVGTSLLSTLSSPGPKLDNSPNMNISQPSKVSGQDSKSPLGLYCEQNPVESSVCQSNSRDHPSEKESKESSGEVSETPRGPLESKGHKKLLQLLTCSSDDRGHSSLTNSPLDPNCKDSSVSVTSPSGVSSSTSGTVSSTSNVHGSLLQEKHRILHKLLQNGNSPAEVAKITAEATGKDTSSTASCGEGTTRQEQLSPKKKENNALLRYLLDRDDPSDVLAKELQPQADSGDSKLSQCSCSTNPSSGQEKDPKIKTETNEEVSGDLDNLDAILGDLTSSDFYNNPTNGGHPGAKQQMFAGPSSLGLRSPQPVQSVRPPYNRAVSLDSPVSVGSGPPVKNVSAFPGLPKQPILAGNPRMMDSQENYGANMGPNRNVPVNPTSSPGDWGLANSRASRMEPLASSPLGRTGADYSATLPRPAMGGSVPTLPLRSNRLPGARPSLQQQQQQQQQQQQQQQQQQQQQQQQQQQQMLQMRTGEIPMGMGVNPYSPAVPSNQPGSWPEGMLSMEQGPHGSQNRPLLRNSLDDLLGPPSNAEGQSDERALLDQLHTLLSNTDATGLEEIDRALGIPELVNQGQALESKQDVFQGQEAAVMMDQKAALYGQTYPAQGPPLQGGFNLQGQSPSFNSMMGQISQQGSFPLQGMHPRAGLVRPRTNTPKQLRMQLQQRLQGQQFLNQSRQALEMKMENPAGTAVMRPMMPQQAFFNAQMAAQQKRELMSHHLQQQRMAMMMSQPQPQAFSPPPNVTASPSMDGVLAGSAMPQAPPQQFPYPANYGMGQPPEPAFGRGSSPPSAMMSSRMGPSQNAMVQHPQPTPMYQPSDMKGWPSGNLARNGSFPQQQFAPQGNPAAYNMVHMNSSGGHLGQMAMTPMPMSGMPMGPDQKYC
UBC9 SUMO inh: inhibitors of human SUMOylation (UBC9); P63279; HTRF SUMOylation assay, SAE1/SAE2 + UBC9, in vitro; inhibition, % at 35 µM; hit rate 0.36% among 290,000; AID 2006; in the data active means inhibition above about 50%, passing the limit was not always enough; further: strong numbers were not always called active
NALP1 inh: inhibitors of NALP1 inflammasome in yeast; S. cerevisiae NALP1/ASC/caspase-1 growth, X-gal OD620, 72 h; inhibition, % at 10 µM; hit rate 0.61% among 280,000; in the data active means inhibition mostly above about 24%, no sharp cut-off; inactive means mostly below about 32%; further: some compounds called inactive have numbers as strong as hits
PfM18AAP inh: blocks P. falciparum M18 aspartyl aminopeptidase; hit rate 1.2% among 290,000; recombinant PfM18AAP, H-Glu-NHMec fluorogenic cleavage; inhibition, % at 7.35 µM;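 active means inhibition above the campaign mean inhibition over all tested compounds plus 3 SD, cut at about 28% in these data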;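 further: 0% = plate median of test compound wells and 100% = 2 mM ZnCl2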
MEKK2wt PB1 HTS: raises or lowers MEK5 binding to wildtype human MEKK2 PB1 domain; Q9Y2U5; bead flow cytometry, Alexa488-MEK5 binding to MEKK2 WT; actives lie on both sides; binding response (% of control), % at 10 µM; hit rate 1.1% among 290,000; in the data active means binding response below about 67% or above about 130%
MEKK2 mut-MEK5: signal of MEK5 binding to mutant human MEKK2 PB1 domain | bead flow cytometry, Alexa488-MEK5 binding to MEKK2 mutant | percent response, % at 10 µM | hit rate 0.35% among 290,000 | AID 1530; in the data active means percent response above about 24%, passing the limit was not always enough; further: inactives centre near 1; some results filed as inactive read as strong as hits; reference of the scale not given here
IDE cell inh: inhibitors of human insulin-degrading enzyme in cells; P14735; HEK cells, FAbetaB cleavage, fluorescence polarization; inhibition, % at 5.59 µM; hit rate 0.41% among 320,000;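 active means percent inhibition above the average of all tested compounds plus 3 SD, set per screening campaign, cut at about 16% in these data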;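 further: IDE supplied by intact live HEK cells; FP after avidin binding of uncleaved biotin substrate so inhibition keeps polarization high; 0% = DMSO wells and 100% = 60 µM reference IDE inhibitor Ii1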
MEKK3 PB1 HTS: raises or lowers MEK5 binding to the human MEKK3 PB1 domain. bead-based flow cytometry, Alexa488-MEK5 binding to MEKK3; actives lie on both sides; 0 = blocked by unlabeled MEK5, 100 = vehicle. binding response (% of control), % at 10 µM. hit rate 1.4% among 290,000. AID 1529;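 active means binding response more than 3 SD above or below the average of its plate-row segment, actives on both sides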;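 further: Alexa488 bead fluorescence after subtracting the streptavidin-only scavenger bead signal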
* marks the source's active call; other numbers are inactive results; / = not tested or not shown. A portion of the library (hit frequency here may not be typical).

SMILES	IDE cell activ	p-CIP stab down	UBC9 SUMO inh	NALP1 inh	PfM18AAP inh	MEKK2wt PB1 HTS	MEKK2 mut-MEK5	IDE cell inh	MEKK3 PB1 HTS
COc1ccc(C(=O)Nc2ccc3c(c2)OCCO3)cc1[N+](=O)[O-]	-3.6	-8.0	-1.4	-12.9	4.5	110.0	1.0	3.6	110.0
CCOc1ncccc1C(=O)OCc1ccc(C(=O)OC)cc1	1.0	-1.9	9.2	27.6	0.8	100.0	8.0	0.0	107.0
COc1ccc(CN(C)C(=O)Cc2c[nH]c3ccccc23)cc1	3.8	-1.0	7.5	13.0	-0.4	105.0	9.0	0.8	103.0
CCOC(=O)C1CCCN(C(=O)c2sc3nc(-c4ccc(F)cc4)cn3c2C)C1 (stereo not drawn)	1.4	-15.2	-13.2	7.6	-8.6	/	/	-4.9	/
Cc1cccnc1CC(C)NC(=O)c1cc(COc2cncc(Cl)c2)on1 (stereo not drawn)	5.0	0.9	1.7	9.5	-5.0	98.0	1.0	4.0	99.0
CCOc1ccc(CC2CC(=O)NC2=O)cc1 (stereo not drawn)	1.3	-7.8	29.7	19.8	0.1	101.0	1.0	-4.7	98.0
CC(=O)N(C)/C=C1\Sc2ccccc2C1=O	0.4	-3.1	4.4	-4.3	10.0	/	/	3.4	/
COc1cc(/C=C/C(=O)Nc2ccc(C)cc2)cc(OC)c1OC	-5.9	-0.3	-15.6	48.8	2.2	95.0	-2.0	7.2	96.0
CC(=O)Oc1ccc(C(=O)Nc2ccccc2C(=O)Nc2cccc(C(=O)O)c2)cc1	4.3	-4.1	18.2	-7.5	2.0	100.0	0.0	3.3	99.0
C[C@@H]1CCC(=O)N(C[C@@H](C)CC#N)CC1	0.4	2.3	-3.6	8.7	8.4	100.0	-5.0	5.7	101.0
C=CCn1c(=N)n(CC(=O)c2ccc(Br)s2)c2ccccc21	-0.2	-5.7	4.7	23.5	-9.7	117.0	3.0	9.1	106.0
CC(C)(C(=O)c1ccccc1)/[N+]([O-])=C/c1ccccc1F	5.3	/	/	/	0.7	94.0	0.0	2.1	101.0
Cc1nnc(N/N=C/c2cccc(C(F)(F)F)c2)n1N	-2.1	-8.0	13.6	4.6	2.4	108.0	4.0	-1.7	102.0
COc1ccc(C2C3=C(CC(C)(C)CC3=O)N(CC(=O)O)C3=C2C(=O)CC(C)(C)C3)cc1OC	1.8	-13.7	0.3	17.4	15.9	101.0	9.0	6.6	100.0
O=C(NCC1CCCO1)c1cccc(Oc2c(Cl)cccc2[N+](=O)[O-])c1 (stereo not drawn)	4.0	-12.7	-5.3	-6.5	2.8	99.0	5.0	5.8	100.0
O=C1C2CC=CCC2C(=O)N1CC1CCCO1 (stereo not drawn)	1.3	-0.2	-3.0	/	-11.0	109.0	5.0	3.8	113.0
O=C(CN1C(=O)COc2ccccc21)NCCC1=CCCCC1	-2.1	6.2	7.6	11.2	6.5	99.0	2.0	4.7	100.0
CCCn1c(-c2cccs2)nc2nc3ccccc3nc21	-2.1	-29.1	39.3	-16.2	-2.9	95.0	-2.0	0.5	95.0
Cc1ccc(S(=O)(=O)NC2=NCCC2)cc1	5.0	2.7	4.9	29.1	-5.9	/	/	-2.4	/
Cc1ccccc1COc1ccc(/C(O)=C2/C(=O)C(=O)N(CCCn3ccnc3)C2c2ccco2)cc1 (stereo not drawn)	-19.4	-2.5	15.5	-14.1	/	109.0	13.0	17.6*	107.0
CC12COC3(C(=O)Nc4ccccc4)CC1CCC32C (stereo not drawn)	4.1	-3.2	5.6	4.6	-4.2	66.0	-12.0	-3.0	65.0
Cc1ccc(C)c(OCCn2cc(/C=C(\C#N)C(=O)NCc3cccs3)c3ccccc32)c1	3.5	-4.2	18.5	35.0	5.5	91.0	-3.0	-3.0	104.0
CCOC(=O)c1c(-c2ncc(C(F)(F)F)cc2Cl)noc1C	7.8	2.9	-5.6	17.8	4.6	100.0	-5.0	0.6	96.0
COc1ccc(N2CCC(CNC(=S)Nc3cc(C)cc(C)c3)C2)cc1 (stereo not drawn)	3.7	-5.4	-21.8	/	15.1	109.0	-1.0	3.3	107.0
c1ccc2c(c1)nc(N1CCOCC1)c1nncn12	3.6	-7.5	18.1	-3.7	0.5	/	/	-0.1	/
Cc1ccc(NC(=O)COC(=O)C2C3CC4OC(=O)C2C4C3)cc1 (stereo not drawn)	0.2	0.3	19.4	14.0	-2.6	97.0	-2.0	-0.7	103.0
CCCc1nc([N+](=O)[O-])c(S(=O)(=O)c2ccccc2)n1CC(C)C	3.3	2.0	-5.4	11.3	18.5	99.0	-3.0	4.0	99.0
CC(C)C(=O)Nc1cccc(-c2cnc3ccccc3n2)c1	2.7	2.4	3.7	-1.0	-3.2	93.0	-10.0	2.0	92.0
Cc1nc(N2CCN(C(=O)c3ccco3)CC2)c(C#N)c2c1CCCC2	-0.5	-1.8	2.7	17.7	4.0	97.0	-6.0	3.7	98.0
CN(CCc1ccccn1)c1ccc([N+](=O)[O-])cn1	5.0	1.4	3.1	/	2.7	107.0	16.0	3.2	108.0
Cc1cc(C)c2[nH]c(C(=O)Nc3ccc4c(c3)OCO4)cc2c1	-6.2	1.5	7.2	/	0.9	94.0	-4.0	-4.0	100.0
Cc1cccc(Nc2c3c(nc4ccccc24)CCC3)c1	/	0.2	-2.6	16.6	-0.5	109.0	19.0	-4.3	98.0
CCCOc1nc2c(c(=O)n(C)c(=O)n2C)n1CC	/	-3.5	24.5	15.8	6.6	/	/	/	/
O=C(NN1C(=O)C2C3CCC(O3)C2C1=O)c1ccc(Cl)cc1 (stereo not drawn)	2.8	-2.5	13.7	17.4	1.0	116.0	0.0	-9.3	113.0
CCOC(=O)C1CCCN(C(=O)Cc2c(C(=O)O)[nH]c3ccccc23)C1 (stereo not drawn)	2.2	2.5	9.3	-11.5	5.8	99.0	4.0	3.4	105.0
O=C(Nc1nnc(N2CCCCCC2)s1)c1cc(-c2ccc(Br)cc2)on1	-6.2	-14.0	-0.2	16.0	2.0	100.0	5.0	-4.7	102.0
CC(C)N(C(=O)CSc1nnc(Cc2ccc3c(c2)OCO3)n1C)C(C)C	5.4	10.3	24.8	2.2	2.8	96.0	-11.0	9.7	102.0
CSc1sc(C(=O)O)c2c1C(=O)CC(C)(C)C2	1.1	/	/	/	/	96.0	-5.0	-2.1	100.0
O=C(CNC(=S)N(CCCN1CCOCC1)Cc1cccs1)NC1CC1	6.0	-0.6	-1.9	19.0	11.2	99.0	-2.0	-0.8	105.0
Cc1ccc(OCC(=O)NCCC2=CCCCC2)cc1	-0.9	-4.9	-1.8	28.2	-0.7	94.0	-3.0	0.6	91.0
COCCNC(=O)Cc1c(C)c2cc3c(cc2oc1=O)OC(C)(C)CC3	1.3	-4.7	15.6	1.9	5.7	98.0	2.0	/	98.0
CCOc1ccc(S(=O)(=O)NCc2ccc(Cl)cc2)c2cccnc12	3.6	-2.4	1.3	34.5	5.6	94.0	-6.0	-2.4	101.0
O=C(CN1CCN(c2nc(-c3ccccc3)cs2)CC1)NNC(=O)c1ccc(Br)cc1	-2.2	1.5	-17.1	29.6	5.0	98.0	3.0	4.5	104.0
O=C(O)C1CCCCC1C(=O)Nc1ccc(Cl)cc1Cl (stereo not drawn)	3.0	-6.9	6.5	37.7	0.8	103.0	4.0	2.1	107.0
ClCC1CSC(=NC23CC4CC(CC(C4)C2)C3)O1 (stereo not drawn)	-3.5	-6.6	3.2	11.2	3.8	93.0	-3.0	-6.6	92.0
CCOC(=O)N1CCc2c(sc(NC(=O)Cc3ccccc3)c2C(=O)c2ccc(OC)cc2)C1	3.4	5.4	-6.7	1.6	1.4	90.0	-16.0	8.3	93.0
CC1(c2nnc(-c3ccc(F)cc3)o2)CC(c2ccc(Cl)cc2)=NO1 (stereo not drawn)	-1.8	1.8	0.7	/	/	107.0	4.0	7.1	96.0
Cc1cccc(NC(=S)N(Cc2ccco2)C(C)c2cccs2)c1 (stereo not drawn)	1.3	-0.1	4.6	-11.7	2.0	103.0	0.0	-1.5	103.0
O=C(CCN1CCCCO1)N1CCCC(Nc2ccc(F)c(F)c2)C1 (stereo not drawn)	4.8	-12.9	13.6	5.6	-8.7	109.0	9.0	-2.5	107.0
O=c1oc2cc(OCCO)ccc2c2c1CCCC2	2.9	-12.2	18.3	/	-15.6	106.0	0.0	-1.7	102.0

Random excerpt: two compounds from above
SMILES	IDE cell activ	p-CIP stab down	UBC9 SUMO inh	NALP1 inh	PfM18AAP inh	MEKK2wt PB1 HTS	MEKK2 mut-MEK5	IDE cell inh	MEKK3 PB1 HTS
COCCNC(=O)Cc1c(C)c2cc3c(cc2oc1=O)OC(C)(C)CC3	1.3	-4.7	15.6	1.9	5.7	98.0	2.0	/	98.0
Cc1cccc(NC(=S)N(Cc2ccco2)C(C)c2cccs2)c1 (stereo not drawn)	1.3	-0.1	4.6	-11.7	2.0	103.0	0.0	-1.5	103.0

(more compounds)
SMILES	IDE cell activ	p-CIP stab down	UBC9 SUMO inh	NALP1 inh	PfM18AAP inh	MEKK2wt PB1 HTS	MEKK2 mut-MEK5	IDE cell inh	MEKK3 PB1 HTS
Cc1ccccc1NC(=O)C1CCN(C(=O)N2CCOc3ccccc32)CC1	-0.6	-1.4	3.7	-10.8	-6.4	96.0	6.0	-4.2	102.0
CCc1cccc2cc3c(N)c(C(=O)Nc4ccc(S(=O)(=O)N5CCCC5)cc4)sc3nc12	-10.6	5.7	8.8	29.1	-3.1	67.0	4.0	25.4*	154.0*
Cc1cccc(OCC(=O)Nc2cc(C)on2)c1	1.5	-7.4	16.1	-25.5	2.0	103.0	4.0	3.2	108.0
O=C(CSc1nc2ccc(Cl)cc2[nH]1)NC1CCCC1	4.2	-7.0	0.1	13.9	-5.1	104.0	7.0	8.2	105.0
O=C(Nc1ccccc1)c1ccc(-c2ccccc2)s1	1.7	-2.5	19.6	-21.7	-4.8	107.0	8.0	-1.9	107.0
Cc1cc(C)cc(NC(=O)CSc2nnc(Cn3c(=O)sc4ccccc43)n2C)c1	2.4	-3.7	-4.8	11.2	2.5	96.0	0.0	3.5	94.0
CN(C(=O)CN1CCN(c2ccc([N+](=O)[O-])cn2)CC1)c1ccccc1	3.2	-10.0	0.1	17.7	9.2	98.0	-2.0	-1.8	101.0
COc1ccccc1C(=O)N(Cc1nc(-c2ccc(Cl)cc2)no1)C(C)C	-1.2	8.7	-13.8	6.3	-1.5	101.0	1.0	0.9	105.0
COC(=O)C(C)Sc1nc(NCc2ccccc2)nc(N(C)C)n1 (stereo not drawn)	0.1	19.3	5.6	9.8	5.7	95.0	-3.0	2.1	98.0
O=C(CCc1ccc(O)c(O)c1)N/N=C/c1cc2c(cc1[N+](=O)[O-])OCO2	0.3	7.4	17.1	-10.0	75.9*	99.0	-2.0	/	98.0
Cc1cc(N)ccc1N=Nc1c(C)n(C)n(-c2ccccc2)c1=O	7.6	2.8	-7.5	8.5	2.2	93.0	-2.0	2.3	91.0
Cc1ccc(NC(=O)c2cnn(C)c2)cc1[N+](=O)[O-]	5.5	-13.6	9.1	29.2	-6.7	106.0	-1.0	12.8	102.0
O=[N+]([O-])c1ccc(C=Nc2cccc3ccccc23)s1	-0.5	-3.6	67.2	0.1	3.2	94.0	-3.0	-2.9	95.0
CCC(=O)c1ccc(N2CCN(C(=O)COc3ccc(F)cc3)CC2)c(F)c1	1.2	-10.6	-10.0	15.1	3.9	96.0	0.0	2.9	98.0
CC(=O)c1c(C)n(C)c2ccc(OC(=O)c3ccco3)cc12	6.6	-5.3	13.2	6.0	-1.4	104.0	2.0	-0.2	106.0
